HDAC3 inh: human HDAC3 inhibition. O15379. recombinant HDAC3, fluorogenic peptide/trypsin coupled, fluorescence. inhibition, % at 8.3 µM. 320,000 tested, 0.15% active. AID 2718; in the data active means inhibition above about 26%, passing the limit was not always enough; inconclusive means no clear call, values can overlap the other calls
DYRK1A inh: Dyrk1A (rat) kinase inhibition; ADP-Glo luminescence, NFATc1 peptide; 310,000 tested, 0.43% active; Q63470; AID 504441; inhibition, % at 12.5 µM; in the data active means inhibition above about 50%;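 further: plate controls were vehicle with enzyme for no effect and no enzyme for full effect; many of its hits are not listed in these tables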
PolyA inhibitor: yeast polyadenylation inhibition. S. cerevisiae SKY197-pL101 polyadenylation reporter, beta-gal luminescence; efflux-impaired pdr1/pdr3 knockout yeast; score 100 = 6 SD above DMSO. calls only at 12 µM. 300,000 tested, 0.02% active. AID 1875;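 active means lowest replicate activity score at least 50, where 100 means six control SD above control mean; inconclusive means lowest score under 50 but half or more replicates reach 50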;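 further: yeast exposed to compound for 9 h at 30 °C; higher score means more reporter readthrough which indicates perturbed polyadenylation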
Platelet DG rel: modulates dense granule release in human platelets; human platelet-rich plasma, SFLLRN dense granule ATP release, luminescence; 300,000 tested, 0.22% active; inhibition, %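 (compounds screened at 7.5 µM in platelet-rich plasma)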;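 active means mean replicate score, as percent of positive control, at or above 50; inconclusive means mean below 50 but at least one replicate at or above 50; inactive means mean and every replicate below 50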
GSK3 alpha inh: blocks human GSK-3 alpha kinase; P49840; ADP-Glo luminescence, 60 min; inhibition, % at 10 µM; 320,000 tested, 0.1% active;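 in the data active means inhibition above about 50%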;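 further: GST-tagged GSK-3 alpha with peptide substrate and 25 µM ATP; 0% = DMSO neutral wells and 100% = GW8510 positive control wells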
Target sequence (P49840 whole entry, looked up): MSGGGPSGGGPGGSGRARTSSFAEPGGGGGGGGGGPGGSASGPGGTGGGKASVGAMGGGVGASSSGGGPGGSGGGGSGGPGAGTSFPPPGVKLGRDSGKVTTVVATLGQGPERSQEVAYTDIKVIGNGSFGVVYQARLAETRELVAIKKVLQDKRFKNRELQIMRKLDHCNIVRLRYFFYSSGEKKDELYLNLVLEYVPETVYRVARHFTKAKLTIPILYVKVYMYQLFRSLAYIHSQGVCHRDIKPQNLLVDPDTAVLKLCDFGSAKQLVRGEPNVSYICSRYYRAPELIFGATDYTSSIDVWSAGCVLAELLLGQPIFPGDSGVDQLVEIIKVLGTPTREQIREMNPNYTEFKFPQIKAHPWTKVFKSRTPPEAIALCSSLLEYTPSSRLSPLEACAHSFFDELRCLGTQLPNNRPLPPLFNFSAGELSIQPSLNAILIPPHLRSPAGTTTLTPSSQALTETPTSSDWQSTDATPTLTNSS
HSP90 refold inh: inhibitors of HSP90 luciferase refolding in rabbit reticulocyte lysate; luciferase refolding luminescence, 3 h; 290,000 tested, 0.91% active; inhibition, % at 5.6 µM;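 active means inhibition above the screen-wide mean plus 3 SD, computed separately per campaign, cut at about 16% in these data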;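 further: 0% = DMSO wells and 100% = 60 µM geldanamycin wells; inhibitors lower the luminescence because luciferase stays unfolded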
HSF1 activator: increases HSF-1 driven luciferase reporter signal | NIH3T3-HGL HSF-1 luciferase reporter, MG132, 8 h; 100% = twice DMSO control signal | activation, % at 9 µM | 300,000 tested, 1.7% active;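 active means mean replicate activation of at least 50% with a set share of replicates each reaching 50%; inconclusive means only one of those two conditions met; inactive means mean below 50% and too few replicates reaching it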;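 further: 0% = median of the neutral control wells and 100% = twice that signal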
AI-2 QS modul: modulators of Vibrio harveyi AI-2 quorum sensing system | Vibrio harveyi JMH597 AI-2 luminescence/OD600 ratio, 9 h; stronger effect = lower value; strain lacks LuxN and CqsS sensors; 0 = neutral-control median | activity change, % at 7.5 µM | 300,000 tested, 0.4% active; in the data active means activity change below about -75%, passing the limit was not always enough; inconclusive means no clear call, values can overlap the other calls;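 further: luminescence divided by OD600 gain over 9 h not by final OD600 alone; inactives centre near 13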
GSK3B inh: human GSK3beta kinase inhibition. GST-GSK3beta kinase, ADP-Glo luminescence, 60 min; stronger effect = lower value. activity score (negative = inhibition), % at 10 µM. AID 2097. P49841. 300,000 tested, 0.038% active;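 active means more than half of replicate wells score below -50%, meaning over 50% inhibition versus plate controls; inconclusive means some replicates but at most half score below -50%; inactive means no replicate scores below -50%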;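 further: 0% = median DMSO wells and -100% = median GW8510 positive control wells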
Target sequence (P49841 whole entry, looked up): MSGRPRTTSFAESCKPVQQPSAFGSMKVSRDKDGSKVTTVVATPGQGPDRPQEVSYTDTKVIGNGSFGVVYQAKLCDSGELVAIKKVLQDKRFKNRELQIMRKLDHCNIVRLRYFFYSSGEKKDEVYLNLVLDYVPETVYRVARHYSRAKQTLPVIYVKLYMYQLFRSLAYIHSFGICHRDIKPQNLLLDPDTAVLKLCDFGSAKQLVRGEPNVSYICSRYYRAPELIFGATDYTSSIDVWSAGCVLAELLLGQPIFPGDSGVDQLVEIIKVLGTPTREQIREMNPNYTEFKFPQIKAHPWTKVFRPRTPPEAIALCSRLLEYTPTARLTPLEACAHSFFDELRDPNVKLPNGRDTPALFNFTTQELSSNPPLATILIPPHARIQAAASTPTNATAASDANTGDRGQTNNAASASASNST
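Assay system: GST-fused GSK3beta enzyme, cell-free / Medium: Tris pH 7.5 buffer with MgCl2, DTT, BSA, heparin / Also added: peptide substrate plus 25 µM ATP (final) / Compound: 10 µM single point / Timing: kinase reaction with compound 60 min at room temperature / Detection: ADP-Glo luminescence / Benchmarks: DMSO neutral wells and GW8510 at 20 µM as positive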
HSF1 inh: HSF1 inhibition; NIH3T3-HGL HSE-luciferase, MG132-induced, luminescence 8 h; stronger effect = lower value; activity change, negative = inhibition, % at 7.5 µM (by protocol); 300,000 tested, 0.77% active; AID 2098;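 active means more than half of replicate wells show activity change below -50%, luminescence cut by over half; inconclusive means some wells, but at most half, below -50%; inactive means no replicate well below -50%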;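 further: luciferase reports HSF-1 transcriptional activity via heat shock element; 0% = median of DMSO wells and -100% = zero luminescence signal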
* = called active by the depositor; i = inactive; u = inconclusive; x = no result given.

SMILES	HDAC3 inh	DYRK1A inh	PolyA inhibitor	Platelet DG rel	GSK3 alpha inh	HSP90 refold inh	HSF1 activator	AI-2 QS modul	GSK3B inh	HSF1 inh
COc1ccc(-n2c(/C=C/c3ccc(O)c(O)c3)nc3ccccc3c2=O)cc1	-4	-2	i	-4	-2	-1	6	19	1	2
CCOP(=S)(OCC)SCOC(=O)NCC(=O)OC	6	4	i	-6	0	0	-17	23	-4	-2
CC1CN=C(Nc2ccccc2)S1 (stereo not given)	5	-2	i	-34	0	-4	52*	-7	4	8
CCOC(=O)c1ccc(NC(=O)C2C3C=CC(O3)C2C(=O)O)cc1 (stereo not given)	1	x	i	-3	-2	35*	-58	27	-7	x
O=c1[nH]c(O)c(C=NC2CCN(Cc3ccccc3)CC2)c(=O)[nH]1	-8	9	i	1	34	-3	13	8	-7	2
COc1ccc2c3c1OC1C(O)C=CC4C(C2)[N+](C)(C)CCC341 (stereo not given)	3	-1	i	-3	-1	-2	-20	10	0	-2
COC(=O)C1=C(c2cc3ccccc3s2)C[C@@H]2CC[C@H]1N2C(=O)NCC1CC1	3	3	x	-2	0	x	-11	7	4	0
CC(=O)NC1C(OC(=O)Cc2ccccc2)OC(COC(C)=O)C(OC(C)=O)C1OC(C)=O (stereo not given)	1	1	i	12	-1	-1	8	24	3	6
CC[C@]12C=CCN3CCC4(c5cc(Br)c(OC)cc5N(C)C4[C@@](O)(C(=O)OC)[C@@H]1OC(C)=O)C32 (stereo not given in full)	1	-9	i	-1	-1	5	-5	1	4	-3
C/C(=C/C=C/[C@@H](C)C(=O)O)[C@H]1CN[C@H](C(=O)O)[C@H]1CC(=O)O	0	14	x	x	-1	-1	x	x	x	x
CCOC(=O)C(O)(c1ccc(NC(=O)NC2CCCCC2)cc1)C(F)(F)F (stereo not given)	14	-8	i	-1	x	-3	2	5	0	-7
Cc1cc(C)c(-n2c(O)c(/C=N/N3CCCCC3c3cccnc3)c(=O)[nH]c2=O)c(C)c1 (stereo not given)	3	-7	i	-2	x	0	4	7	-6	-1
COc1ccc(C(=O)C2CCCN(C3CSCCSC3)C2)c(C)c1 (stereo not given)	8	6	i	-6	-1	6	3	7	1	-1
CC/C(=N\Nc1ccccc1)c1c(O)n(-c2ccccc2)c(=O)[nH]c1=O	7	-15	i	x	0	2	x	19	-1	x
CCN1C[C@@]2(COC)C3[C@@H](OC)[C@H]4[C@@H]1[C@@]3(C1C[C@@]3(O)[C@H](OC(=O)c5ccccc5)C1[C@]4(OC(C)=O)[C@@H](O)[C@H]3OC)[C@@H](OC)C[C@H]2O (stereo not given in full)	10	x	i	5	-1	x	-13	-2	-2	-2
Cc1cccc(NP(=O)(Oc2ccccc2F)Oc2ccccc2F)c1C	-3	4	i	-12	8	6	2	33	3	8
Cc1cc(O)c(CN2CCN(c3ccccc3)CC2)cc1C	4	x	i	-2	4	-2	20	28	0	9
CC1(C)C[C@H]2C=C(C=O)[C@]3(C=O)C[C@]3(C)[C@H]2C1	-4	-12	i	3	1	-4	-79	10	0	-76*
Cc1ccc2c(c1)C1CN(C)CCC1N2C(=O)/C=C/c1ccc2c(c1)OCO2 (stereo not given)	10	6	i	3	3	3	4	8	-3	-3
CCOc1cc2c(cc1OCC)-n1cccc1C(c1c(O)cccc1OC)NC2 (stereo not given)	5	-1	x	-19	-3	0	-1	36	-2	-1
COc1ccc(Cl)cc1C(=O)C1CCCN(Cc2cnc(C)s2)C1 (stereo not given)	-2	-2	i	4	-1	2	13	-7	-1	5
Cn1c(O)c(C=NCCCN2CCCC2=O)c(=O)n(C)c1=O	6	-1	i	7	7	1	-2	7	1	-4
Cn1c(=O)c2c(ncn2CCCl)n(C)c1=O	-3	1	i	-4	-1	9	2	28	-1	2
CC(=O)Nc1ccc(C2CN(C)CC2C(=O)c2ccc(Cl)cc2)cc1 (stereo not given)	-5	-1	i	10	0	0	-2	7	-2	-8
O=C(c1cccc(C(F)(F)F)c1)N1C[C@H]2C[C@@H](C1)c1cccc(=O)n1C2	0	1	i	1	-2	1	-7	18	2	-1
O=C1NC(=O)N(CC2CCCO2)C(=O)/C1=C/c1cccs1 (stereo not given)	2	x	i	-7	-1	1	29	22	3	3
CN(C)c1ccc(N=Cc2c(O)n(CCC3=CCCCC3)c(=O)[nH]c2=O)cc1	6	0	i	-18	-2	-1	14	19	-3	5
CCN(CC)CCCN=Cc1c(O)n(-c2cccc(C)c2C)c(=O)[nH]c1=O	2	-6	i	18	0	2	0	22	4	0
COc1ccc(CCNCc2c(OC)ccc3ccccc23)cc1	2	-2	i	0	1	8	-10	7	1	-6
COc1ccc(C[C@H]2NC[C@H](O)[C@H]2OC(C)=O)cc1	3	9	i	-3	-3	x	-77	14	-5	-75*
O=C1NC(=O)C(CCc2ccncc2)(Cc2ccc3c(c2)OCO3)C(=O)N1CCc1ccccc1 (stereo not given)	-1	1	i	-5	7	2	-5	2	0	-7
NC1=NC(c2cccnc2)n2c(nc3ccccc32)N1 (stereo not given)	9	x	i	0	2	1	-5	4	0	-3
CN1CCN(c2ccc(C(F)(F)F)cc2N)CC1	2	0	i	2	-3	1	42	32	0	9
CC(Oc1ccc(-c2ccccc2)cc1)C(=O)O (stereo not given)	0	-7	i	-1	-3	0	26	19	5	-4
O=c1[nH]c(=O)n(-c2ccccc2F)c(O)c1/C=C1\C=Nc2ccccc21	x	-2	i	-7	-3	0	-6	27	-2	3
COc1cc(N)c(Cl)cc1C(=O)NC1CN2CCC1CC2 (stereo not given)	-15	x	x	-3	-2	-2	-8	0	-3	-7
O=C(CNC(=O)OCc1ccccc1)Nc1ccc(Br)cc1C(=O)c1ccccc1	-1	1	i	7	6	0	23	-5	-6	8
Cc1c(N=Cc2c(O)n(CCc3ccccc3)c(=O)[nH]c2=O)c(=O)n(-c2ccccc2)n1C	2	2	i	4	-18	0	-2	22	0	0
N/C(=N\N=C/c1ccc(-c2ccc(O)c(C(=O)O)c2)o1)N[N+](=O)[O-]	5	83*	i	8	6	-2	-8	23	3	0
Cc1ccc(N2CCN(CCc3ccccc3)CC2)cc1	0	-1	x	-13	-1	4	7	6	0	-1
CC1=NN(c2ccccc2)C(=O)C1/C=C1\C(=O)NC(=O)N(c2cc(C)cc(C)c2)C1=O (stereo not given)	-5	1	i	-1	1	7	-6	56	1	3
CCC(C)C1N=C(c2ccccc2)c2cc(Cl)ccc2N(CC(=O)NCc2ccco2)C1=O (stereo not given)	-4	-4	i	-10	-2	0	-2	9	2	6
CCOC(=O)C1CCN(C=C2C(=O)N(C)C(=S)N(C)C2=O)CC1	2	-1	i	5	1	0	5	11	0	3
O=P(NS(=O)(=O)c1ccccc1)(Oc1ccccc1)Oc1ccccc1	-9	-3	i	0	-5	-6	-1	15	4	-7
CNC(=O)Oc1ccc2ncccc2c1	6	4	i	11	-2	-1	-2	21	3	-4
O=c1c2ccccc2nc(-c2ccco2)n1-c1ccccn1	2	9	i	4	0	0	-7	2	2	2
CCn1cc(C(=O)c2ccccc2)c2ccccc21	-4	8	i	9	-3	2	5	15	1	0
O=P(CCl)(Nc1ccccc1)C(Cl)(Cl)Cl (stereo not given)	-2	x	i	-4	-3	-2	-2	0	3	-3
N=C1c2ccccc2CN1c1ncccn1	-5	14	i	-4	-1	2	-59	14	2	-47
COc1cccc(-n2c(/C=C/c3ccccn3)nc3ccccc3c2=O)c1	-1	2	i	10	-1	-2	16	9	3	6
Remaining list, next part
SMILES	HDAC3 inh	DYRK1A inh	PolyA inhibitor	Platelet DG rel	GSK3 alpha inh	HSP90 refold inh	HSF1 activator	AI-2 QS modul	GSK3B inh	HSF1 inh
CC(C(=O)c1cn(C)c2ccccc12)c1ccccc1 (stereo not given)	x	-2	i	0	2	5	2	26	1	-3
CN1CCN(c2ccc([N+](=O)[O-])c(Sc3ccccn3)c2)CC1	0	x	i	16	-2	2	13	12	-4	5
Clc1ccccc1CN1CCN(c2ccccc2)CC1	7	0	i	9	-5	5	2	33	0	-10
Cc1ccsc1CNCCc1ccc(F)cc1	-9	2	i	x	-1	-1	0	12	-2	-1
O=C(Cc1ccccc1[N+](=O)[O-])N1CCN(Cc2ccc3c(c2)OCO3)CC1	3	-2	i	-3	-4	1	2	17	1	-6
CC1CCC(C(=O)NC(C(=O)N2CCC3(CC2)OCCO3)C(C)C)CC1 (stereo not given)	2	-1	i	-7	0	2	11	13	1	2
CCCCC/C=C\C/C=C\C/C=C\C/C=C\CCCC(=O)Nc1ccc(O)cc1	u	x	i	-3	-4	-3	-1	7	-1	3
Cc1ccc2ccccc2c1NC(=O)CNC1CCCCC1	2	-5	i	1	0	-3	0	35	-1	-5
CC(C)Cc1nnc(NC(=O)CCC(=O)N2CCC3(CC2)OCCO3)s1	-5	4	i	4	-3	1	-5	22	9	-1
CC(=O)OC1CC[C@@]2(C)C(=CC(=O)C3C4CCC(OC(C)=O)[C@@]4(C)CCC32)C1 (stereo not given in full)	6	12	i	-3	1	x	-21	12	1	-15
Cc1nc2ccc(P(=O)(O)O)cc2s1	-1	x	i	3	-3	-3	3	1	-1	0
CCCC(=O)c1ccc(CP(=O)(OCC)OCC)o1	2	-3	i	7	0	3	-4	1	8	5
CCc1ccc(N2C(=O)NC(=O)/C(=C\C=C\c3ccco3)C2=O)cc1	-2	-7	i	-4	-3	1	-7	16	-1	12
CCCC(C)C1(CC)C(=O)NC(=O)N=C1N (stereo not given)	-2	-4	i	2	0	-5	1	15	-9	-6
N#CC(C#N)=Cc1ccc(N2CCCC2)cc1	3	2	i	1	-4	0	29	11	2	13
O=C1CCCC2C3CCCN4CCCC(CN12)C34 (stereo not given)	6	8	i	-1	-3	-2	5	14	1	1
COc1ccc(CCn2c(O)c(C=Nc3ccc(F)cc3)c(=O)[nH]c2=O)cc1OC	-1	x	i	8	6	1	0	13	-3	-8
CCCCOc1nc2ccccc2c(=O)n1-c1ccccc1	-5	1	i	-15	0	-3	-9	11	1	-1
Cc1cc(OC(C)C(=O)N[C@H](C(=O)O)c2ccccc2)c2c3c(c(=O)oc2c1)CCC3 (stereo not given in full)	-38	2	i	-2	1	2	0	28	1	-8
O=C(CCN1CCOCC1)Nc1ccc(Br)cc1C(=O)c1ccccc1	-8	12	i	-8	2	5	0	17	-1	6
CC[N+](CC)(CC#CCO)CC#Cc1ccccc1	-4	-1	i	3	-5	4	-13	25	0	-6

Screening data as filed in PubChem.

Not all compounds are listed; the hit share may differ from the screen's.
